# Compound activity: PubChem, National Center for Advancing Translational Sciences (NCATS)
# 12-LOX inh: Primary qHTS assay for inhibitors of human arachidonate 12S-lipoxygenase (ALOX12): Round 2; purified 12hLO, xylenol orange hydroperoxide absorbance; Potency, µM (series often up to 108 µM), without a hit: at the top dose activity change, negative = inhibition, most hits filed as inhibitors; 1.1% of 580,000 active; AID 1671190, 2021; active means well fitted inhibition curve with a large enough effect; inconclusive means small, poorly fitted or top-dose-only effect, or another doubt; inactive means no such curve, though single readings can be large or run the other way
# Target sequence (P18054 whole entry, looked up): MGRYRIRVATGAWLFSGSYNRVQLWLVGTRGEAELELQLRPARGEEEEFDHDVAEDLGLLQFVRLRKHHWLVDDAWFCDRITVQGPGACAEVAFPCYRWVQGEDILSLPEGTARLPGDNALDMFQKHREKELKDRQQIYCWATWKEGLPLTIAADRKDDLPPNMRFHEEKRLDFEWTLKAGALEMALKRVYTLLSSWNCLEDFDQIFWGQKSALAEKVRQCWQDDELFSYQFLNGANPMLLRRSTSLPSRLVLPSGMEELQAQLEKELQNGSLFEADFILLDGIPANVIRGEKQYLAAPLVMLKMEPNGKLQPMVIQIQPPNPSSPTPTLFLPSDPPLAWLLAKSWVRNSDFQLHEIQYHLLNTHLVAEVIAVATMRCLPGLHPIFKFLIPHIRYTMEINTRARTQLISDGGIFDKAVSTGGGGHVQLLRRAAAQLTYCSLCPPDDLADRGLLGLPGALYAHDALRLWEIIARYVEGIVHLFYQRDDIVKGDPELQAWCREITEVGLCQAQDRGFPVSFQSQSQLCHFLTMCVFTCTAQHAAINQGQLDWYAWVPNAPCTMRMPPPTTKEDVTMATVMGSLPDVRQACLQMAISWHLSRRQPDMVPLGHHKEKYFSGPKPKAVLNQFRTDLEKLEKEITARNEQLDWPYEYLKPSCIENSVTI
#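 Hydroperoxide product was detected by ferrous iron/xylenol orange as the 573 to 405 nm absorbance ratio. Arachidonic acid at 40 uM (final) was turned over for 30 min at room temperature by 150 nM human 12hLO, pH 7.0 Hepes buffer, after 15 min compound preincubation.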
# The depositor's hits bear a star; ? = inconclusive; & = joins results of further samples; [ ] = dose if it differs, or a comment. On the % scale 0 is the no-effect control and ±100 the full control effect; potency means the concentration at half of the fitted maximal effect. Some of the compounds tested. The share of hits here may be higher or lower than overall.
Structure	12-LOX inh
O=C1CC2(CCN(Cc3ccsc3)CC2)Oc2ccccc21	43%[activator][176 µM]
O=C(c1cnsn1)N1CCc2c(cc(-c3cccc(F)c3)c(=O)n2CCN2CCCCC2)C1	50%[activator]
O=C(Nc1ccccc1O)c1csc(NC2CC2)n1	-13%
O=C(c1cc(-c2ccc(F)cc2)n[nH]1)N1CCN(c2ncccn2)CC1	6%
CC(=O)c1ccc(C(=O)N[C@H]2COC[C@H]2Cc2cc(C)no2)s1	13%
O=C(OCc1ncc(-c2ccc(Cl)cc2)o1)c1c(F)cccc1F	?
O=C(CC1CCN(S(=O)(=O)c2cccs2)C1)NCc1ccccc1 (stereo not drawn)	37%[activator]
CCC(C)NC(=O)c1cc(-c2ccc3c(c2)OCO3)nc2ccccc12 (stereo not drawn)	?
COc1cccc(C(=O)N2CCCN(C(=O)C3CC3)c3ccccc32)c1OC	47%[activator]
CC(C)c1noc(-c2cn(C3CCN(C(=O)c4nccc5ccccc45)C3)nn2)n1 (stereo not drawn)	3%
Cc1oc2cc(OCC(=O)Nc3ccccn3)ccc2c(=O)c1Oc1ccccc1	-15%
Cn1cccc1CN1CCCC2(CNc3ccccc3[S+](=O)([O-])N2)C1 (stereo not drawn)	21%
Cc1cc(=O)n(CC(=O)Nc2cccc(C#N)c2)c(-c2ccc(F)cc2)n1	7%
CN(Cc1ccc(N(C)C)cc1)Cc1ccccc1C(F)(F)F	29%[176 µM]
CCOC(=O)c1cn(C2CN(S(=O)(=O)c3ccc(C)c(C)c3)C2)nn1	33%[activator]
Cc1ncsc1CN1C(=O)CO[C@H](c2ccc(NC(=O)c3ccccc3)cc2)[C@H]1CO	-4%
COCCC(=O)N1CCC(N2C(=O)C(OC)C23CCOCC3)CC1 (stereo not drawn)	7%
O=C1Nc2ccc(-c3ccc(Cl)cc3)cc2C(=O)N2CCN(C(=O)c3cccs3)C[C@H]12	-3%
O=C(CSc1nnnn1C1CC1)c1c[nH]c2ccccc12	25%
CC1=C[C@@H](CN2CCC(CO)CC2)[C@H](C(C)C)C[C@H]1Cc1nnc(-c2ccc([N+](=O)[O-])cc2)o1	27%
COc1ccc(C(=O)N2CCN(C(=O)c3nnn4c3COC(c3ccccc3)C4)CC2)cc1F (stereo not drawn)	24%
O=C(c1ccncc1)N1CCC(N2CC3CC(C2)[C@H]2CCCC(=O)N2C3)CC1 (stereo partly drawn)	23%
CCCn1c(C)c(CC(=O)NCc2cccnc2)c2c1CC(C)(C)CC2=O	23%
CCC1CN(CC(=O)Nc2cc(C)cc(C)c2)c2ccccc2S1 (stereo not drawn)	?
O=C(CSc1nnc2ccc(-c3ccc(F)cc3)nn12)N1CCCc2ccccc21	-12%
CCC(=O)N1CCN(c2nc3c(s2)CN(C(=O)CC)CC3)CC1	8%
Cc1ccc(/C=C/C(=O)c2cc(Cl)ccc2O)cc1	-59%
Cc1ccc(NCCC(=O)c2cc3ccccc3o2)cc1Br	35µM*
O=C(Nc1ccc(F)cc1F)c1cc(=O)c2ccccc2o1	0%
COc1cccc(C(=O)OCc2nc(-c3ccc(OC(F)(F)F)cc3)no2)c1	-1%

# Structural class, those above with an aryl thioether with sulfur outside any ring (two)
Structure	12-LOX inh
O=C(CSc1nnnn1C1CC1)c1c[nH]c2ccccc12	25%
O=C(CSc1nnc2ccc(-c3ccc(F)cc3)nn12)N1CCCc2ccccc21	-12%

# 3 entries already listed, arranged by the number in 12-LOX inh, largest number first.
Structure	12-LOX inh
O=C(c1ccncc1)N1CCC(N2CC3CC(C2)[C@H]2CCCC(=O)N2C3)CC1 (stereo partly drawn)	23%
COc1cccc(C(=O)OCc2nc(-c3ccc(OC(F)(F)F)cc3)no2)c1	-1%
O=C1Nc2ccc(-c3ccc(Cl)cc3)cc2C(=O)N2CCN(C(=O)c3cccs3)C[C@H]12	-3%

# (listing goes on)
Structure	12-LOX inh
COC[C@@H]1CN(Cc2ccc(F)c(OC)c2)C[C@H]1C(=O)N(C)C	58%[activator]
Cc1ccsc1C(=O)NC(C)c1ccc(F)c(F)c1 (stereo not drawn)	1%
O=C(c1ccc(C(F)(F)F)cc1)N(Cc1cc2ccc(F)cc2nc1N1CCOCC1)C1CC1	5%
CC1CCC2(CC1)NC(=O)N(CC(=O)N1CCCCC1)C2=O (stereo not drawn)	30%
CCn1cc(CN2CCc3nn(CC4CC4)c(=O)n3CC2)cn1	58%[activator]
CCCCNc1nc2ccccc2nc1NS(=O)(=O)c1ccccc1	?
Cc1ccc(N)c2cccnc12	8%
Cc1cccc(/C=C(/C#N)c2nc3ccccc3[nH]2)c1	0%
Fc1ccccc1NC(=S)NCCc1ccccn1	?
Fc1ccc(CN2CCC3(CC2)CC(c2cccnc2)=NO3)cc1	67%&-2%[activator][176 µM]
CCc1csc(CNC(=O)c2ccc(N(C)Cc3cccs3)nc2)n1	13%
Cc1ccc(NC(=O)c2cnn3cccnc23)cc1C	-11%
O=C(NC1CCN(Cc2cccc(C(F)(F)F)c2)CC1)C1CC=CCC1 (stereo not drawn)	-2%
O=C(Cc1cccc(F)c1)Nc1ccccc1C(F)(F)F	3%
CC(C)n1c(C2CC(=O)N(c3cccc(C(F)(F)F)c3)C2)nc2ccccc21 (stereo not drawn)	8%
CC(C)C(=O)NCC12CCCC=C1N(C)C(=O)CC2 (stereo not drawn)	32%
CC(C)Oc1ccc(CNC(=O)C(C)C2CCOCC2)cc1 (stereo not drawn)	11%
Cc1cc(S(=O)(=O)N[C@H]2[C@H]3CCO[C@H]3[C@@H]2N2CCCCC2)n(C)n1	9%
COc1cc(C(=O)Nc2ccc3oc(-c4ccccc4Cl)nc3c2)cc(OC)c1OC	13%
O=C(C1=C(O)C(=O)N(c2nncs2)C1c1ccc(F)cc1)c1cccs1 (stereo not drawn)	-58%
COc1cccc(NC(=O)CN(C)C(C)C(=O)Nc2cc(Cl)ccc2OC)c1 (stereo not drawn)	-6%
COc1ccccc1NC(=O)Cn1nc2c(cc1=O)CN(C(C)=O)CC2	9%
CN1CCN(C(=O)[C@@H]2CCC[C@@H](NC(=O)c3nc4ccccc4s3)CN(C)C(=O)C2)CC1	9%
COC(=O)c1ccccc1NC(=O)N1CCC[C@@H](O)[C@H](NC(=O)c2ccc(OCc3ccccc3)cc2)C1	-19%
COc1ccc2c(c1)[C@@H](NC(=O)c1ccncc1)[C@H](C)[C@H]2c1ccccc1	-8%
CC(C)NC(=O)N1CC2ON=C(C(=O)NCCc3ccc(Cl)cc3)C2C1 (stereo not drawn)	?
c1cnc2nc(C3CCN(CC4CCCCC4)C3)[nH]c2c1 (stereo not drawn)	47%[176 µM]
O=C(Cn1ccc2ccc(Cl)cc21)NCC1CCC(C(=O)O)CC1 (stereo not drawn)	-21%
O=C1Nc2ccccc2OCC12CCN([S+](=O)([O-])c1cccs1)CC2	19%
COCCc1nncn1C1CCN(C(=O)c2ccc(C)c(F)c2)CC1	62%[activator]
CC(C)CNC(=O)Cc1ccc(N(Cc2ccccc2)C(=O)c2ccco2)cc1	30%
O=C(Nc1cccc(C(F)(F)F)c1)c1cc(-c2ccc[nH]2)n[nH]1	16µM*
O=C(O)C(c1c[nH]c2cc(Cl)ccc12)N1CCN(C/C=C/c2ccccc2)CC1 (stereo not drawn)	45µM*
O=C(NCC(F)(F)F)C1CN(c2cccc(Cl)c2)C(=O)N1 (stereo not drawn)	39%&21%[activator][176 µM]
CC1(C)Cc2sc3c(=O)n(Cc4ccc(Cl)cc4Cl)cnc3c2CO1	-10%
COc1ccc(-c2onc(C)c2C(=O)NCCOc2ccccc2)cc1	54%[activator]
O=C1COc2ccc(C(=O)COC(=O)c3ccc(Cl)cc3Cl)cc2N1	-27%
COC(=O)CNC(=O)C(c1ccccc1)c1ccccc1	3%
Cc1cc2nc(SCC(=O)Nc3ccc4c(c3)OCO4)[nH]c2cc1C	-43%
Cc1ccc(C(C)NC(=O)c2cccnc2)c(C)c1 (stereo not drawn)	18%
CCCn1nc(C(=O)N2CCSCC2)c2ccccc2c1=O	47%
COc1ccccc1-c1nc(C(=O)N2CCN(c3ncccn3)CC2)n2ccncc12	1%[6.33 µM]
Cc1ccc(-c2noc([C@@H]3CCCN3C(=O)Cc3ccccc3)n2)cc1	1%
Cc1ccc([S+](=O)([O-])N2CCC(c3nn(-c4ccccc4)c(=O)[nH]3)CC2)cc1	38%
COc1ccc(C)cc1NC(=O)CNC(=O)CNc1ccc(C)cc1Br	-6%
COc1ccc(C(=O)N2C[C@@H](Oc3ccccc3)C[C@@H]2C(=O)N2CCOCC2)cc1	6%
Cc1ccccc1CN1CCc2c(n(Cc3ccccc3)n(-c3ccccc3)c2=O)C1	?
O=C(C1CC=CCC1)N1CCc2[nH]nc(-c3ccc(C(F)(F)F)cc3)c2C1 (stereo not drawn)	69%[activator]
CC(=O)Nc1ccc(NC(=O)NC(C)c2cccc(Cl)c2)cc1 (stereo not drawn)	?
Cc1ccc(S(=O)(=O)N2CCN(C(=O)c3cc4cc(Cl)ccc4nc3C)CC2)c(C)c1	?
COCCN1CCNc2cc(Nc3cccc(OC)c3)ncc2C1	48%[activator][176 µM]
CC(C)c1ccc(Nc2cc3c(cn2)ncn3CC2CC2)cc1	-2%
COc1ccc(-c2c(C)oc3cc(OC(=O)C(C)(C)C)ccc3c2=O)cc1	-7%
CC(C/C=N/NC(=O)c1csc2ccccc12)c1ccccc1 (stereo not drawn)	29%
CC(C)NC(=O)N1[C@@H]2CC[C@H]1CC(NC(=O)c1ccc(F)cc1)C2 (stereo partly drawn)	13%
CCOc1ccc(NC(=O)C(CC)CC)c2cccnc12	-22%
O=C(NCC1CC1)c1cnc2n1CCN(CCc1ccccc1)CC2	35%[176 µM]
CCN(C(=O)c1cccc(F)c1F)[C@@H]1CCN(c2ncccc2C#N)C[C@H]1O	14%
Cc1cc(C)c(C)c(S(=O)(=O)N2CCN(C(C)c3nc4ccccc4c(=O)[nH]3)CC2)c1C (stereo not drawn)	-4%
COC(=O)CCNC(=O)c1cccc(C)c1	-12%

# Given as labelled records: part of the list above.
O=C(C1CC=CCC1)N1CCc2[nH]nc(-c3ccc(C(F)(F)F)cc3)c2C1 (stereo not drawn)
  12-LOX inh: 69%[activator]
CC(=O)Nc1ccc(NC(=O)NC(C)c2cccc(Cl)c2)cc1 (stereo not drawn)
  12-LOX inh: ?
Cc1ccc(S(=O)(=O)N2CCN(C(=O)c3cc4cc(Cl)ccc4nc3C)CC2)c(C)c1
  12-LOX inh: ?

# The listing continues:
Structure	12-LOX inh
Cc1cccc(C)c1NC(=O)C1(C)CCc2nc3ccccc3n21 (stereo not drawn)	-10%
COCCNc1cc(-c2ccc3ccccc3n2)c2cc[nH]c2n1	35%[activator]
Cc1ccsc1C(=O)NCC1(C)CCOCC1	-4%
Cc1ccc(C(=O)c2ccccc2C(=O)OCC(=O)c2cccs2)cc1C	-7%
O=C(Nc1c(NC2CCCC2)c2ccccc2oc1=O)c1cccs1	?
CC(CCc1ccccc1)NC(=O)C(=O)Nc1cccc(N2CCCS2(=O)=O)c1 (stereo not drawn)	-20%
CSc1ccc(/C=C2\N=C(c3ccccc3)OC2=O)cc1	-3%
CCOc1cc(=O)n2c(c1C(=O)Nc1cc(F)ccc1F)CCCC2	13%
COc1ccc(Cc2nnc(Nc3ccccc3)[nH]c2=O)cc1OC	-5%
O=C1Nc2ccccc2CNC12CCN(CC1CCCC1)CC2	?
CC(C)OC(=O)NN(C(=O)OC(C)C)[C@@H]1C=C(C(=O)N[C@H](C)C(N)=O)C[C@@H](O)[C@H]1O	15%[176 µM]
CN(C)C(CNc1oc(-c2ccccc2F)nc1C#N)c1cccs1 (stereo not drawn)	35%
O=C1C[C@H]2CC[C@@H](CN1CC(=O)N(Cc1c(F)cccc1Cl)C1CC1)N2	68%[activator]
COC(=O)c1cc2c(c3c4ccccc4n(S(C)(=O)=O)c13)C(=O)N(Cc1ccccc1)C2	-25%
CN1CCC(CNc2ncc(C(C)(C)C(=O)O)c(N3CCOCC3)n2)CC1	5%
O=C(Nc1cnc(-c2ccccc2)nc1)C1CCCC1	39%[activator]
Cc1csc(NC(=O)c2cnc3c(c2)N([S+](=O)([O-])c2cccnc2)CCC3)n1	9%[176 µM]
Cc1ccc(C(=O)N2CCN(c3cc(C(F)(F)F)ncn3)CC2)c(C)c1	3%
NC(=O)c1ccc(N(C(N)=O)c2c(F)cccc2F)nc1-c1ccc(F)cc1F	-12%[57.4 µM]
COc1cccc(CNC(=O)Cn2c(C)cc3nc4n(c(=O)c32)CCCCC4)c1OC	9%
CN(Cc1ccsc1)C(=O)CSCc1cccs1	1%
c1ccc(CCCN[C@H]2CO[C@H]3[C@@H]2OC[C@@H]3n2cc(-c3ccccc3)nn2)cc1	-10%[176 µM]
NC(=O)NC(=O)C(Cl)c1ccccc1 (stereo not drawn)	?
C=C(c1ccccc1)[C@H](C#N)C1CCCC1	-5%
O=C(c1ccc2c(c1)OCO2)N1CCC(Cc2nc(-c3ccccc3)no2)CC1	7%
Cc1ccc(-c2cnc(SCC(=O)Nc3ccccc3)o2)cc1C	-2%
COc1ccc(CN2C(=O)[C@@H]3C[C@@H](O)CN3C3(CN(C4CCN(C(C)=O)CC4)C3)C2=O)cc1	5%
COc1ccc(-n2ccn(CC(=O)Nc3ccc4c(c3)OCO4)c2=O)cc1	-53%
CCS(=O)(=O)N1CCc2ccc(NC(=O)NCCC(C)C)cc21	4%
